# Screens: PubChem BioAssay, National Center for Advancing Translational Sciences (NCATS)
# HttQ103 aggreg = inhibitors of mutant huntingtin aggregate formation in PC12 cells; PC12 HttQ103-GFP aggregates, Acumen cytometry, 40 h; Potency, µM (titrated, usually from 46.1 µM), inactives show at the highest dose activity change, negative = inhibition, actives largely listed as inhibitors; 1.1% of 220,000 active; also: potency is read from the fitted curve at half-maximal effect; % is scaled to controls: 0 for no effect and ±100 for the full control effect; nearly all actives have a fitted effect of over 60% in size
#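 Steps: seed 1500 PC12 HTTQ103-GFP cells/well; add tebufenozide, 100 nM final; add compound titration; add ATPLite reagent; quantify GFP aggregates by laser scanning cytometry.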
# IMPase Li cell = membrane-permeable IMPase blocker, potentiated with lithium; 0.35% of 210,000 active; Potency, µM (highest dose often 59.4 µM), inactives show at the highest dose activity, negative = IMPase inhibition, hits mostly inhibitors; CHO-M1 cells, IP1 TR-FRET (IP-One), carbachol + lithium;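 also: IP1 builds up when IMPase is blocked and the TR-FRET signal falls; potency is read from the fitted curve at half-maximal effect; plate controls were basal vehicle for no effect and high inhibitor control for full effect; nearly all actives have a fitted effect of over 50% in size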
#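 Lithium-sensitised IP1 accumulation assay; M1-expressing CHO cells treated 30 min at 37C with compound. Competitive antibody detection by time-resolved FRET followed a 10 min room-temperature lysis step.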
# CBFb RUNX1 block = inhibitors of human CBF-beta and RUNX1 interaction; AlphaScreen CBFb-His/RUNX1-biotin binding, biochemical; Potency, µM (titrated, usually from 59.8 µM), inactives show at the highest dose activity, negative = inhibition, most hits filed as inhibitors; 230,000 tested, under 10 active; AID 1477; also: % of control where 0% means no effect
# Target sequence (Q01196 whole entry, looked up): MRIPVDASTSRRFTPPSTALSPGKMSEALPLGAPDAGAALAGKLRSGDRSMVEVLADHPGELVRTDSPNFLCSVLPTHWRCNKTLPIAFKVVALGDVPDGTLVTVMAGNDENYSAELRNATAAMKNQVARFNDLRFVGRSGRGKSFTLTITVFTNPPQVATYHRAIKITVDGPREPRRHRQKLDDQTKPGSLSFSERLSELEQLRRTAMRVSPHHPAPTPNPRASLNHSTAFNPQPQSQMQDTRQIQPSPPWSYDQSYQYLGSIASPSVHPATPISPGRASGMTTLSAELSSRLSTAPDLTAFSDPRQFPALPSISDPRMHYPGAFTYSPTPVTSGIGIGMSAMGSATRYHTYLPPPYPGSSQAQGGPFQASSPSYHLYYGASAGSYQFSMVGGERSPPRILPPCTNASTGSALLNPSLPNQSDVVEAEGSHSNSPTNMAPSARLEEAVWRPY
# Target sequence (Q13951 whole entry, looked up): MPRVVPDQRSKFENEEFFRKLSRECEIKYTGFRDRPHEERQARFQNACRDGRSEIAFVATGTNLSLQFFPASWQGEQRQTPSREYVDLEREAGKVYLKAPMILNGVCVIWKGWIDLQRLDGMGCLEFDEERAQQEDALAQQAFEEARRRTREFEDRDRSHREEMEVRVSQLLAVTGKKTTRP
#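 Interaction loss through any mechanism counts as activity. Pre-formed complex of His-CBF-beta and biotin-RUNX1 (30 nM apiece) is incubated with compound 15 min, then with 50 ng nickel and 50 ng streptavidin beads for 90 min before AlphaScreen detection.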
# Epigenetic reg = epigenetic control regulation, reporter derepression; 0.2% of 280,000 active; murine LDR cells, GFP reporter derepression, 30 h; Potency, µM (highest dose often 53.9 µM), for the others: at the top dose GFP activation, most hits filed as activators; also: potency is read from the fitted curve at half-maximal effect; % of control where 0% means no effect; nearly all actives have a fitted effect of over 60% in size
#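 Derepression of a silenced CMV-GFP reporter in murine LDR cells is scored by enumerating GFP-positive cells with a laser-scanning microplate cytometer after 30 hours of treatment at 37 C.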
# Luc counter = counter-screen: inhibitors of Kinase-Glo firefly luciferase | Q27757 | 0.28% of 200,000 active | AID 1379 | Kinase-Glo luciferase, ATP luminescence, 8 min | Potency, µM (highest dose often 38.3 µM), for the others: at the highest dose activity change, negative = inhibition, actives largely listed as inhibitors; also: potency is read from the fitted curve at half-maximal effect; % is scaled to controls: 0 for no effect and ±100 for the full control effect; nearly all actives have a fitted effect of over 60% in size
#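 Compounds were added to a substrate mix at pH 7.2 (50 mM imidazole, 10 uM ATP, within the enzyme's linear range), followed by Kinase-Glo detection reagent; luminescence was measured after 8 minutes at ambient temperature.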
# Lamin A splicing = LMNA splicing modulation; HeLa LMNA splicing GFP/RFP minigene ratio, 48 h; Potency, µM (highest dose often 46.1 µM), for inactives: top-dose ratio change, negative = inhibition, usual class: inhibitors; 0.01% of 200,000 active; AID 1487; active = well fitted inhibition curve with a large enough effect in the signal ratio, with a control signal flat, not every such curve was filed as active; inconclusive = small, poorly fitted or top-dose-only effect, or effect the other way, or a change in a side signal; the % refers to the signal ratio; also: potency is read from the fitted curve at half-maximal effect; % is scaled to controls: 0 for no effect and ±100 for the full control effect
#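 Read-out is the ratio of GFP to DsRed2 object intensity, acquired by 488 nm laser-scanning cytometry on HeLa lamin A-EGFP minigene reporter cells. Compound incubation 48 hrs at 37 °C in Opti-MEM with 2% FBS; DMSO 0.5% final.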
# NPSR antagonist = neuropeptide S receptor (human) antagonism, cAMP | Q6W5P4 | CHO-NPSR cells, cAMP TR-FRET, antagonist mode | Potency, µM (titrated, usually from 38.3 µM), for the others: top-dose activity change, negative = inhibition, actives largely listed as inhibitors | 1% of 220,000 active; also: potency is read from the fitted curve at half-maximal effect; % is scaled to controls: 0 for no effect and ±100 for the full control effect; nearly all actives have a fitted effect of over 50% in size; many of its hits are not listed in these tables
# Target sequence (Q6W5P4 whole entry, looked up): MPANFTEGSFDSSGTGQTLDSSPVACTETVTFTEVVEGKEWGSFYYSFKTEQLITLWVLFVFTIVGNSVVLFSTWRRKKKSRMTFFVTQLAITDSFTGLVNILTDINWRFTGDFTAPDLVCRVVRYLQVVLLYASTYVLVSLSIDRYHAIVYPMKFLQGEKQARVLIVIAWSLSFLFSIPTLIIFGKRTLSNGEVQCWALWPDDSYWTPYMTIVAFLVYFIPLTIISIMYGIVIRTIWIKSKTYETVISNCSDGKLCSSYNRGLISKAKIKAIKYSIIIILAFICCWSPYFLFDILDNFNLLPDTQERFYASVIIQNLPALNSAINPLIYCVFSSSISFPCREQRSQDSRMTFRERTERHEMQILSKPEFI
# Starred values were filed as active, the others as inactive; ? = inconclusive; . = no result given; & = joins results of further samples; [ ] = another dose, or the depositor's remark. Unless noted, calls follow the shape of the dose curve; as a rule, active = well fitted curve in the direction sought with a large enough effect; inconclusive = small, poorly fitted or top-dose-only effect, or another doubt; inactive = no such curve, though single readings can be large; an effect the other way counts as inactive or inconclusive. Some of the compounds tested (hit frequency here may not be typical).
SMILES,HttQ103 aggreg,IMPase Li cell,CBFb RUNX1 block,Epigenetic reg,Luc counter,Lamin A splicing,NPSR antagonist
CCCCN(CC)Cc1ccc(CNC(=S)Nc2cccc(F)c2)o1,-9%,-3%,-4%,-4.2%,-2%,?,-14%
CCOC(=O)CCCNC(=O)c1cncc(Br)c1,6%,-2%[38.3 µM],-2%,-1.4%,-5%,17%,1%[46.1 µM]
O=C(CNC(=O)c1ccccc1F)Nc1ccccc1C(F)(F)F,1%,6%,9%,5.5%,2%,39%[46 µM],15%
O=c1[nH]c(CSc2nnc(-c3ccccc3)n2-c2ccccc2)nc2ccccc12,4%,-11%,5%,0.0%,0%,9%,12%
COc1cc(C(=O)Nc2ccncc2)cc(OC)c1OC,13%,-11%[38.3 µM],6%,0.7%,-5%,1%,10%[46.1 µM]
CC(C)(C)c1ccc(OCc2ccc(C(=O)N/N=C/c3ccc([N+](=O)[O-])cc3)o2)cc1,18%,10%[38.3 µM],1%,2.2%,-5%,2%,-3%[46.1 µM]
CCn1c(SCC(=O)Nc2nc(C)cs2)nnc1-c1ccco1,-9%,19%[38.3 µM],-5%,-0.8%,3%,5%,-5%[46.1 µM]
CCOc1ccc(-c2c[n+]3c(n2-c2ccccc2)CCCCC3)cc1,?,17%,6%,0.0%,-3%,?,18%
O=C(c1cccnc1)N1CCC(Oc2ccc(C(=O)N3CCCCO3)cc2)CC1,-3%[9.22 µM],-3%,5%,1.6%,-6%,30%[46 µM],21%
Cc1cc(NC(=O)CSc2nc(-c3ccco3)cc(C(F)(F)F)n2)no1,8%,2%,8%,-2.9%,2%,?,16%[46.1 µM]
Cn1c(SCC(=O)c2ccc(F)cc2)nc2cccnc21,?,-8%[38.3 µM],3%,0.1%,-3%,?,-13%[46.1 µM]
COC(=O)C1(Cc2ccccc2)C2c3cc(C(=O)N4CCCC4)n(Cc4ccc(OC(F)(F)F)cc4)c3CC2CN1C(=O)c1ccccc1 (configuration not stated),.,11%,4%,5.0%,1%,.,.
Cc1cccc(-c2c3c(=O)n(C)c(=O)n(C)c3cn2C(C)(C)C)c1,13%,-16%[38.3 µM],4%,1.7%,-2%,6%,-13%[46.1 µM]
CC(=O)c1cc(-c2ccccc2)n(CC(=O)N2CCCC2)c1C,5%,-1%,2%,-2.8%,-4%,.,-3%
Cc1cc(NC(=O)c2cc(-c3ccco3)on2)nn1Cc1ccc(Cl)cc1,-11%,30%[38.3 µM],5%,17%,-1%,6%,-28%[46.1 µM]
Cc1cc2c3c(c1C)C(=O)C(=O)N3C(C)(C)CC2C (configuration not stated),11%[9.22 µM],5%,-25%,0.1%,-4%,25%[46 µM],?
CCN(CCn1cccn1)C(=O)CCc1nnc(-c2ccccc2)o1,19%,9%,3%,-1.0%,-3%,.,-15%
O=[N+]([O-])c1ccc(Sc2n[nH]c(-c3ccco3)n2)nc1,9%[9.22 µM],-3%,1%,4.4%,-4%,?,-11%
Cc1ccc(Cn2c([N+](=O)[O-])cnc2C)cc1,-8%,2%,3%,0.0%,-1%,-16%,6%
Cc1[nH]n(C(N)=S)c(=O)c1N=Nc1ccc(S(=O)(=O)N2CCCCCC2)cc1,-13%,10%[38.3 µM],-24%,0.0%,-7%,8%,-15%[46.1 µM]
Cc1nc2ccc(S(=O)(=O)Nc3ccc(-c4nc5cccnc5s4)cc3)cc2s1,-8%,4%,4%[2.36 µM],-1.3%,-1%,?,-25%
Cc1ccc(NC(=O)N2CCC(C(=O)NCC(C)C)CC2)cc1,-15%,.,3%,-1.9%,.,8%,1%[46.1 µM]
O=C(Cn1ccc([N+](=O)[O-])n1)NCc1cccs1,5%,-6%[38.3 µM],-1%,-1.4%,-2%,9%,-8%[46.1 µM]
COc1ccc(/C=C/C(=O)c2cc(Br)ccc2OC(=O)c2ccco2)cc1OC,7%,6%,-8%,-1.1%,1%,?,-15%
COc1cccc(NC(=O)c2nn(-c3ccc(OC)cc3OC)c(=O)c3ccccc23)c1,6%,-13%,-2%,-1.2%,-1%,.,-15%
Cc1nccn1-c1cc(C(C)(C)C)nc2c(-c3ccccc3)cnn12,15%,-1%,-3%,1.0%,-1%,?,-45%
Cn1nc(-c2ccccc2)c(C(=O)Nc2ccc(C(F)(F)F)cc2)c1Cl,27%,-2%[38.3 µM],3%,3.9%,8%,9%,4%[46.1 µM]
Cn1nc(C(F)(F)F)c(C(=O)Nc2cccc(C(F)(F)F)c2)c1SCc1ccc(Cl)cc1,13µM*,37%[activator][38.3 µM],18%,-1.7%,1%,?,?
CCCOc1ccc(C(=O)NNC(=S)NC(C)=O)cc1,?,-9%[38.3 µM],-6%,-1.6%,-2%,-22%,-14%[46.1 µM]
Cc1ccc2[nH]c(=O)c(CN(CCCN(C)C)C(=O)Nc3ccc(Cl)cc3)cc2c1,16%,22%[38.3 µM],-5%,7.2%,-4%,-3%,-3%[46.1 µM]
CCN(CC)CCC(c1cc(OC)c(OC)c(OC)c1)c1c(O)cc(OC)cc1OC (configuration not stated),-8%[9.22 µM],.,20%&7%,5.1%,.,.,10%
CCc1ccc(OCC(=O)Nc2ncc3c(n2)CC(C)(C)CC3=O)cc1,4%,11%[38.3 µM],3%,-1.0%,1%,8%,-2%[46.1 µM]
CCOCC(=O)N1CCc2ccccc21,-8%,16%[38.3 µM],0%,-1.1%,0%,-6%,-9%[46.1 µM]
COc1nc(-c2ccccc2)cc(-c2ccc(OC)c(OC)c2)n1,?,20%[38.3 µM],?,2.5%,0%,-22%,-20%[46.1 µM]
CCOc1cc(/C=C(\CC(=O)O)c2nc3ccccc3s2)ccc1OC,3%,15%,2%,-1.5%,3%,8%[46 µM],-8%
O=c1c2ccccc2n(Cc2ccc(Cl)cc2)c(=O)n1Cc1ccco1,-14%,3%,4%,-1.0%,0%,5%,-24%[46.1 µM]

# In a second layout: 3 of the compounds above
SMILES | HttQ103 aggreg | IMPase Li cell | CBFb RUNX1 block | Epigenetic reg | Luc counter | Lamin A splicing | NPSR antagonist
O=C(CNC(=O)c1ccccc1F)Nc1ccccc1C(F)(F)F | 1% | 6% | 9% | 5.5% | 2% | 39%[46 µM] | 15%
Cc1nccn1-c1cc(C(C)(C)C)nc2c(-c3ccccc3)cnn12 | 15% | -1% | -3% | 1.0% | -1% | ? | -45%
CCn1c(SCC(=O)Nc2nc(C)cs2)nnc1-c1ccco1 | -9% | 19%[38.3 µM] | -5% | -0.8% | 3% | 5% | -5%[46.1 µM]

# The listing continues:
SMILES,HttQ103 aggreg,IMPase Li cell,CBFb RUNX1 block,Epigenetic reg,Luc counter,Lamin A splicing,NPSR antagonist
Cc1ccc(-n2c(Cn3c(C)nc4ccccc43)n[nH]c2=S)cc1,-2%,10%,-2%,1.1%,-1%,?,4%
COc1ccc(CNC(=O)CC2C(=O)NCCN2CC(C)(C)C)c(OC)c1 (configuration not stated),-7%[9.22 µM],5%,0%,0.2%,-2%,?,-10%
Cn1c2ccccc2c2c(C(=O)N3CCN(c4ccccn4)CC3)cn(C3CCCC3)c(=O)c21,-8%,17%[38.3 µM],-14%,-0.2%,1%,22%,-27%[46.1 µM]
O=C(CSc1ccc(-c2ccco2)nn1)NCc1ccc(F)cc1,8%,-25%,-6%,0.0%,0%,-3%,3%
O=C(CC1NCCNC1=O)OCCCc1ccccc1 (configuration not stated),26%,4%[38.3 µM],-3%,0.8%,-1%,3%,4%[46.1 µM]
Cc1cccc(OCCSCc2nc3ccccc3[nH]2)c1,-15%,6%[38.3 µM],1%,0.0%,1%,10%,13%[46.1 µM]
O=C(Nc1nc2n(n1)C(c1ccc(Cl)cc1)CC(c1ccc(Cl)cc1)N2)c1ccco1 (configuration not stated),?,15%,-8%,-0.9%,-4%,?,-27%[46.1 µM]
O=S(=O)(CCc1ccccc1)c1nnnn1C1CCCCC1,.,22%,2%,4.5%,-1%,.,.
CCCn1c(SCC(=O)N2N=C3/C(=C/c4ccc(OC)cc4)CCCC3C2c2ccc(OC)cc2)n[nH]c1=O (configuration not stated),?,16%,-3%,-0.1%,-1%,?,-23%
CCN=C1S/C(=C\c2cc(Br)ccc2OCC(=O)OCC)C(=O)N1CC,5%,15%,-5%,0.0%,-4%,4%,-24%
O=[N+]([O-])c1ccc2nc(SCc3ccccc3Cl)sc2c1,?,4%[38.3 µM],-12%,-1.1%,-1%,10%,-19%[46.1 µM]
COCc1ccc(C(=O)N2CCc3c([nH]c4ccccc34)C2c2ccccn2)s1 (configuration not stated),.,16%,-11%,0.0%,-3%,-1%[46 µM],-31%
COC(=O)N1CC=CC1(C)C(=O)NCC1CC1 (configuration not stated),.,-11%,10%,?,-2%,.,.
CCc1ccccc1NC(=O)Nc1cccc(F)c1,-31%,-1%,-3%,1.4%,-3%,.,-14%
CNc1c([N+](=O)[O-])cnn1-c1ccc(Cl)cc1,4%,1%[38.3 µM],-8%,1.1%,-3%,11%,4%[46.1 µM]
COc1ccc(COC2OC[C@]3(C)[C@H]4C5=C(CN3C(=O)OC(C)(C)C)[C@H](C)C(CO)C(CO)C5CC[C@@H]24)cc1 (some centres not stated),.,-11%,2%,1.9%,-1%,.,.
CCOC(=S)NC(=O)c1sc2ccccc2c1Cl,3%,?,6%,0.2%,1%,-6%[0.0737 µM],7%[46.1 µM]
O=c1c(-c2ccc(Cl)cc2)[n+]([O-])c2ccccc2n1O,-17%,21%[38.3 µM],?,0.0%,-1%,-10%,-13%[46.1 µM]
CCCCc1ccc(NS(=O)(=O)N(C)C)cc1,-31%,-9%[38.3 µM],1%,-0.7%,-4%,-6%,-13%[46.1 µM]
COC(=O)Cn1ncc2c3ccccc3n(Cc3ccccc3)c2c1=O,-4%,25%[38.3 µM],0%,0.0%,21%,0%,-9%[46.1 µM]
O=C(Cc1ccc(Cl)cc1)c1c[nH]c(C(=O)NCCCn2ccnc2)c1,9%,8%,-16%,-0.3%,-3%,0%[9.22 µM],10%
CCn1c(SCC(=O)N2CCOCC2)nc(O)cc1=O,-7%,-4%[38.3 µM],-2%,0.4%,1%,-6%,-2%[46.1 µM]
COc1cccc(Nc2cc(C)nc3nc(C)nn23)c1,-8%,-8%[38.3 µM],-2%,2.9%,0%,-5%,0%[46.1 µM]
Cc1ccc(SCC(=O)NCCSCc2ccccc2)cc1,9%,-3%,11%,-1.0%,-1%,?,4%
c1ccn2c(SCc3ccc4c(c3)OCCO4)nnc2c1,-8%,22%[38.3 µM],-1%,0.0%,-5%,-10%,-9%[46.1 µM]
CCOc1ccc(NC(=S)NCc2cccnc2)cc1,1%[9.22 µM],.,0%,-2.0%,.,.,-34%
